Bioassay records deposited in PubChem by National Center for Advancing Translational Sciences (NCATS).
EPAC2 agonist: EPAC2 (human) agonism; hit rate 0.079% among 360,000; Potency, µM (titrated, usually from 154 µM), for inactives: top-dose activation, usual class: activators; EPAC2 activation, biochemical qHTS; response scale: 100% = 6.5 mM cAMP response; Q8WZA2; note: potency is the fitted concentration of half-maximal effect; nearly all actives have a fitted effect of over 50% in size
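In this primary screen, activation is scored as increased exchange of BODIPY-GDP from Rap1B by 100 nM EPAC2, with 50 uM GDP as competitor. Signal is normalized to the 6.5 mM cAMP agonist control.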
aSyn yeast inh: rescues yeast growth from alpha-synuclein toxicity | Yeast expressing alpha-synuclein, growth rescue, BacTiter-Glo, 24 h | Potency, µM (top dose mostly 46.1 µM), for inactives: at the top dose growth rescue (activation), most hits filed as activators | hit rate 0.14% among 370,000 | AID 652106; note: potency is the fitted concentration of half-maximal effect; % of control where 0% means no effect; nearly all actives have a fitted effect of over 65% in size
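Readout is rescue of growth in alpha-synuclein-expressing yeast, so inhibitors of toxicity appear as activators. Growth after 24 hr at 30 deg C in galactose medium is quantified by luminescence.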
TDP-43 yeast inh: inhibitors of TDP-43 toxicity in yeast; TDP-43 expressing yeast growth rescue, BacTiter-Glo, 24 h; Potency, µM (highest dose often 46.1 µM), without a hit: at the top dose growth rescue (activation), actives largely listed as activators; hit rate 1.8% among 410,000; AID 652104; note: potency is the fitted concentration of half-maximal effect; % of control where 0% means no effect; nearly all actives have a fitted effect of over 50% in size
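Readout is BacTiter-Glo luminescence of cell growth, so inhibitors register as activators. TDP-43-expressing yeast at OD600=0.02 in galactose medium, after raffinose pregrowth to mid-log, were incubated with compound for 24 hr at 30 deg C.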
FUS yeast rescue: suppressors of FUS proteinopathy in yeast; S. cerevisiae FUS-expressing, growth rescue, OD600, 24 h; Potency, µM (highest dose often 76.6 µM), without a hit: top-dose growth rescue (activation), hits mostly activators; hit rate 0.24% among 390,000; AID 1347120;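 note: potency is the fitted concentration of half-maximal effect; plate controls were DMSO vehicle for no effect and reference control for full effect; nearly all actives have a fitted effect of over 55% in size; some results filed as inactive show a strong effect at the top dose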
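Steps: raffinose overnight preculture; dilution to OD 0.005 in 2% galactose minimal medium; compound addition (concentration series); 24hr at 30C, 99% humidity; absorbance read at 600 nm.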
EPAC2 antagonist: blocks human EPAC2 exchange factor; Q8WZA2; EPAC2 GEF exchange of Rap1B-BODIPY-GDP, fluorescence; Potency, µM (series often up to 114 µM), for inactives: top-dose activity, negative = inhibition, usual class: inhibitors; hit rate 0.18% among 360,000; note: potency is the fitted concentration of half-maximal effect; % is set by controls: 0 for no effect and ±100 for the full control effect; nearly all actives have a fitted effect of over 45% in size; many of its hits are not listed in these tables
D3 antag: D3 dopamine receptor (human) antagonism; P35462; D3R cells, DiscoveRx beta-arrestin luminescence, antagonist mode; stronger effect = lower value; max response, negative = inhibition, %; hit rate 2.5% among 360,000; AID 652054; in the data active = max response below about -50%; inconclusive = no clear call, values can overlap the other calls; note: % is set by controls: 0 for no effect and ±100 for the full control effect; mostly tested at two doses, the higher about 12 µM
Target sequence (P35462 whole entry, looked up): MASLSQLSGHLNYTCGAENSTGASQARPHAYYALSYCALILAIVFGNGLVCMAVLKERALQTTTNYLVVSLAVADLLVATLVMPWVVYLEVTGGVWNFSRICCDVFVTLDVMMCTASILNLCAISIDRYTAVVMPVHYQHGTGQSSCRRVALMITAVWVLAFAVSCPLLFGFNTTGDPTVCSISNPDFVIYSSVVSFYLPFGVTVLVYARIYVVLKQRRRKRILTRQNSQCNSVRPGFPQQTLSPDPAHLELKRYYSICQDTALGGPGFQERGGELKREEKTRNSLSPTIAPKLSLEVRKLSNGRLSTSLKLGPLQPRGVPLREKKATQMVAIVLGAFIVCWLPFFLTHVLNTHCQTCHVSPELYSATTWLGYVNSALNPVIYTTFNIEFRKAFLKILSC
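Cells expressing the human receptor were seeded at 1500 cells/well, incubated overnight at 37 degrees C in 5% CO2, then exposed to library compounds with dopamine controls for 90 minutes at 37 degrees C before luminescent detection.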
Abeta rescue: restores growth of yeast expressing A-beta42 peptide; yeast expressing A-beta42, growth rescue, OD600, 48 h; response scale: 0% DMSO, 100% iron-clioquinol control; Potency, µM (highest dose often 46.1 µM), inactives show at the highest dose growth rescue, most hits filed as activators; hit rate 0.063% among 410,000; AID 1347071; note: potency is the fitted concentration of half-maximal effect; nearly all actives have a fitted effect of over 55% in size
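Yeast A-beta toxicity model in growth medium with pinned compounds, 48 h at 30 C; growth read as absorbance at 600 nm. Normalized to FeCl3/clioquinol equimolar mix (positive) and DMSO (negative).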
D3 ag: agonists of human D3 dopamine receptor; hit rate 0.58% among 410,000; max activation, %; P35462; D3R DiscoveRx beta-arrestin cells, luminescence, 90 min; in the data active = max activation above about 30%; note: 0% is about no effect; mostly tested at two doses, the higher about 12 µM
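Agonist mode: compounds and dopamine controls were applied to plated cells for 90 min at 37 degrees C after an overnight attachment at 1500 cells/well. Luminescent read-out followed 30 - 60 minutes at room temperature with DiscoveRx detection reagent.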
Numbers without * were called inactive; ? = inconclusive; / = no result given; & = joins results of further samples; [ ] = another dose, or the depositor's remark. Unless noted, calls come from the whole dose curve; as a rule, active = well fitted curve in the direction sought with a large enough effect; inconclusive = small, poorly fitted or top-dose-only effect, or another doubt; inactive = no such curve, though single readings can be large; an effect the other way counts as inactive or inconclusive.

SMILES	EPAC2 agonist	aSyn yeast inh	TDP-43 yeast inh	FUS yeast rescue	EPAC2 antagonist	D3 antag	Abeta rescue	D3 ag
CCSc1ccc(-c2cc(NC=O)c3ncc(-c4cccc(C(=O)NCCN(C)C)c4)n3c2)cc1	5%	-20%	22%	40%	-28%	5	-3%	4
COc1cc2[nH]ccc(=O)c2cc1OC	4%	-3%	-6%	-17%	1%	-9	-8%	-12
CCCCCCCC1=NN(c2ccc(S(=O)(=O)O)cc2)C(=O)C1N=O (stereo unspecified)	9%	3%	0%	-5%	4%	-3	7%	-1
C[C@H](CO)N1C[C@H](C)[C@@H](CN(C)C(=O)c2ccc3ccn(C)c3c2)OCc2cnnn2CCCC1=O	-5%	0%	4%	6%	6%	16	-3%	0
CN1CCNC(=O)C1CC(=O)O (stereo unspecified)	6%	1%	-26%	15%	13%	13	-5%	7
CN(C)N1C(N)=C(C#N)C(c2ccc(F)cc2)C2=C1CCCC2=O (stereo unspecified)	6%	-7%	-1%	21%	2%	5	-15%	10
Cc1cc(C(=O)CSCCCn2c(=O)[nH]c3ccccc32)c(C)n1C	7%	-10%	5%	31%	-1%	4	-5%	0
COc1ccc(S(=O)(=O)N(C)c2ccc(C(=O)N3CCCC3)cc2)cc1	-3%	-4%	-1%	12%	5%	16	9%	7
Cc1sc(NC(=O)c2cccs2)c(C(N)=O)c1C	-4%	-37%[inhibitor]	-7%	1%	-5%	4	-10%	-9
Nc1ncnc(Nc2ccc(F)c(Cl)c2)n1	9%	-1%	22%	-21%	-11%	-8	-78%[inhibitor]	1
COC(=O)c1c(C(=O)OC)c2c(-c3ccccc3)cc3cccc1n32	15%	14%	2%	31%	-6%	93	2%	34*
O=C(CSc1ncnc2c1oc1ccccc12)N1CCN(c2ccccc2)CC1	9%	/	17%	-13%	4%	9	1%	8

Reprinted at random: two entries already listed.
SMILES	EPAC2 agonist	aSyn yeast inh	TDP-43 yeast inh	FUS yeast rescue	EPAC2 antagonist	D3 antag	Abeta rescue	D3 ag
COC(=O)c1c(C(=O)OC)c2c(-c3ccccc3)cc3cccc1n32	15%	14%	2%	31%	-6%	93	2%	34*
Cc1sc(NC(=O)c2cccs2)c(C(N)=O)c1C	-4%	-37%[inhibitor]	-7%	1%	-5%	4	-10%	-9

Next section:
SMILES	EPAC2 agonist	aSyn yeast inh	TDP-43 yeast inh	FUS yeast rescue	EPAC2 antagonist	D3 antag	Abeta rescue	D3 ag
O=C(NCc1ccco1)c1cc(S(=O)(=O)N2CCCc3ccccc32)ccc1Cl	15%	1%	21%	18%	-5%	-23	13%	0
CCOc1ccc(C2CC(c3cccc(C)c3)n3nc(N)nc3N2)cc1 (stereo unspecified)	0%	-10%	9%	10%	3%	-16	-5%	-2
CCOc1ccccc1C1C2CCCCC2(O)CCN1C(=O)c1cccs1 (stereo unspecified)	0%	3%	7%	22%	8%	-1	18%	2
N#Cc1cccc(S(=O)(=O)Nc2c(NC3CCCCC3)c3ccccc3oc2=O)c1	10%	0%	-3%	-2%	-13%	1	0%	-13
O=C(Nc1ccc(N2CCCC2)cc1)c1ccc2ccccc2c1	3%	-3%	13%	/	3%	-15	-6%	-10
Cc1sc2ncn(CC(=O)N3CCN(c4cccc(Cl)c4)CC3)c(=O)c2c1S(=O)(=O)N1CCN(c2ncccn2)CC1	/	/	2%	?	/	/	-1%	9
COc1ccc(Cl)cc1-c1nc(SCC(=O)N(C)CCC#N)n[nH]1	-1%	2%	10%	1%	0%	4	7%	5
O=C(C1CCCN(S(=O)(=O)c2cccc3nsnc23)C1)N1CCN(c2ccccc2Cl)CC1 (stereo unspecified)	/	/	?	3%	/	/	1%	1
Cn1c(=O)oc2cc(S(=O)(=O)N3CCCC(C(=O)NCC4COc5ccccc5O4)C3)ccc21 (stereo unspecified)	1%	8%	12%	?	-6%	-9	5%	-2
Cc1ccc(CNS(=O)(=O)c2c(N)n(C)c(=O)n(C)c2=O)cc1	1%	-5%	6%	2%	3%	1	7%	-15
COc1ccccc1C(=O)Nc1ccc2oc(-c3cccc4c(Br)cccc34)nc2c1	/	/	0%	10%	/	/	-8%	9
CCOC(=O)c1c(NC(=O)c2ccc(Br)cc2)sc2c1CCCC2	/	/	-4%	10%	/	/	-9%	-18
COc1ccc([N+](=O)[O-])cc1NC(=O)COC(=O)c1ccccn1	2%	6%	0%	1%	3%	8	-10%	0
N#CCc1nc2n(n1)Cc1ccccc1-2	8%	-1%	-22%	?	-8%	-17	-3%	-13
O=Cc1cc(N=Nc2cccc(C(=O)O)c2)ccc1O	9%	2%	-42%[inhibitor]	7%	-2%	?	3%	-11
CCn1c(=O)c2ccccc2n(CC(=O)N2CCCc3ccccc32)c1=O	6%	1%	5%	-14%	5%	18	/	8
CC(=O)N1CCC(=NNC(=O)c2cc3ccccc3cc2O)CC1	10%	-5%	16%	13%	-6%	0	-32%[inhibitor]	0
COCCOC(=O)C1=C(C)NC(=S)NC1c1cccs1 (stereo unspecified)	-1%	-1%	-8%	-20%	24%	4	5%	1
NC(Cc1ccc(C(F)(F)F)cc1)c1csc(NC(=O)Nc2ccccc2)n1 (stereo unspecified)	-9%	-36%[inhibitor]	23%	12%	11%	0	18%	5
COc1cc(/C=N/NC(=O)c2ccoc2C)ccc1OCCN1CCCCC1	6%	-7%	11%	11%	1%	-13	4%	-8
COc1ccc(N(CC(=O)N2CCN(Cc3ccccc3)CC2)S(C)(=O)=O)c(OC)c1	6%	-4%	6%	3%	9%	-2	7%	-7
Cc1ccc(-c2nnc3sc(CCc4ccccc4)nn23)cc1	0%	-16%	13%	39%	5%	-27	-1%	19
N#CCc1c[nH]c2ccc([N+](=O)[O-])cc12	11%	10%	-5%	-12%	5%	-14	4%	-4
CCOC(=O)CC[C@H](NC(=O)Cn1cnc2c(OCc3ccccc3)ncnc21)C(=O)OCC	2%	2%	10%	0%	-9%	21	-2%	5
Cc1ccc(-n2nc3c(c2NC(=O)c2ccccc2Br)CS(=O)C3)cc1 (stereo unspecified)	10%	7%	?	-5%	1%	3	6%	-2
CC1(C)Cc2ccccc2C(NN=C2CCCC2)=N1	13%	-4%	-20%	-2%	0%	-5	-19%	8
CC(C)NC(=O)c1cc(C2CCCCN2C(=O)c2cc(C(C)(C)C)nn2C)on1 (stereo unspecified)	9%	-1%	12%	2%	16%	14	-20%	0
CCCCn1c(=O)n(CC(O)c2ccccc2)c(=O)c2c1ncn2C1CCCC1 (stereo unspecified)	2%	0%	12%	31%	-4%	7	14%	-5
CC1CCc2c(sc3nnn(Cc4ccc(F)cc4)c(=O)c23)C1 (stereo unspecified)	/	/	17%	-9%	/	/	3%	-5
COc1ccccc1N1C(=O)C2C(C(=O)c3ccccc3)=NN(c3ccccc3OC)C2C1=O (stereo unspecified)	14%	0%	6%	36%	7%	-6	16%	4
O=C(CS(=O)(=O)c1cccc2nsnc12)N1CCN(c2cccc(Cl)c2)CC1	/	4%	?	40%	/	/	0%	-8
CCCCn1c(N)c(N(CCC(C)C)C(=O)c2cc(S(=O)(=O)N3CCOCC3)ccc2F)c(=O)[nH]c1=O	8%	-3%	-6%	4%	-16%	4	-2%	2
C=CCn1c(CNc2ccccc2)nnc1SCC(=O)N/N=C/c1ccc(O)cc1O	-6%	1%	7%	7%	-10%	7	-13%	1
Cc1c(C(=O)NCc2ccco2)cccc1[N+](=O)[O-]	9%	0%	9%	-2%	-3%	2	-10%	-1
COc1ccc(Cc2c(-c3ccccc3)nc3ccc(Br)cn23)c(C)c1	0%	10%	26%	35%	-2%	?	-16%	-5
Cc1ccc(CN2CCC(C(=O)Nc3ccc(Oc4cccnc4)cc3)CC2)cc1	7%	-2%	7%	/	-4%	0	0%	-35
CN1CCC2(CC1)C1CN(C)CC=C1C(C#N)=C(N)C2(C#N)C#N (stereo unspecified)	23%&5%	-1%&1%	-9%&15%	-8%&-18%	13%&-4%	-20&-12	-1%&-21%	-1&20
Cc1ccc(S(=O)(=O)NC2(C(F)(F)F)NC(=O)N(C)C2=O)cc1 (stereo unspecified)	4%	5%	-7%	-18%	5%	5	19%	8
COc1ccccc1/C=C/C1NC(=O)NC(C)=C1C(=O)OC(C)C (stereo unspecified)	-7%	-5%	-8%	7%	8%	-10	6%	-14
CCOc1ccc(Nc2nc(-c3cccc(Cl)c3)c3c(n2)-c2ccccc2OC3)cc1	/	/	17%	19%	/	/	-16%	0
Cc1ccc2nc(SCC(=O)Nc3ccc(Cl)cc3)nc(=O)n2c1	-2%	1%	25%	10%	2%	13	-5%	3
NC(=O)CSc1nc2scc(-c3ccc(Cl)cc3)c2c(=O)n1Cc1ccccc1	-4%	7%	-13%	3%	6%	1	-5%	2
CCOc1ccc(S(=O)(=O)N2CCOCC2)cc1NC(=O)CSCC(=O)Nc1ccc(OC)cc1	-3%	2%	-3%	/	1%	4	-2%	6
Cc1nc2ccc(S(=O)(=O)N(C)CC(=O)NC(C)c3ccccc3)cc2s1 (stereo unspecified)	-5%	-1%	-10%	6%	3%	-2	7%	-12
c1ccc(Oc2ncnc3ccccc23)cc1	3%	0%	2%	-4%	-1%	2	2%	5
CN(Cc1cnn(C)c1)Cc1nc(Cc2ccccc2Cl)no1	1%	1%	-19%	0%	-6%	10	-1%	7
CC(C)(C)OC(=O)N1Cc2ccccc2C[C@H]1C(=O)NCC(=O)NC1CCCCC1	-3%	0%	10%	31%	1%	13	10%	4
Cc1cc(S(=O)(=O)n2ccnc2)c(Cl)cc1Cl	11%	1%	-3%	27%	-4%	0	2%	2
Oc1ccc(O)c(Cc2nc3ccccc3s2)c1	3%	6%	?	-1%	3%	3	40%	-9
COCCCn1c(=N)c(C(N)=S)cc2c(=O)n3cccc(C)c3nc21	-1%	5%	11%	32%	10%	29	-2%	3
CC1CN(S(=O)(=O)c2ccc(F)cc2)CN1C(=O)N1CCOCC1 (stereo unspecified)	16%	-2%	14%	1%	0%	-16	-16%	-11

Only part of the results is shown; the hit share may differ from the screen's.
